proCasp3 act: activators of human procaspase-3 D3A mutant, primary screen, biochemical, absorbance, PC-3 D3A mutant, single concentration; Caspase-3 (Homo sapiens), P42574; recombinant procaspase-3 D3A, Ac-DEVD-pNA absorbance 405 nm; activation, % at 8.5 µM; 0.11% of 330,000 active; AID 463141, 2010;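 active = activation above the mean of all tested compounds plus 3 SD, cut at about 21% in these data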;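 also: 0% = DMSO alone and 100% = DMSO wells spiked with extra 5 µM PC-3 D3A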
Target sequence (P42574 whole entry D9A/D28A/D175A): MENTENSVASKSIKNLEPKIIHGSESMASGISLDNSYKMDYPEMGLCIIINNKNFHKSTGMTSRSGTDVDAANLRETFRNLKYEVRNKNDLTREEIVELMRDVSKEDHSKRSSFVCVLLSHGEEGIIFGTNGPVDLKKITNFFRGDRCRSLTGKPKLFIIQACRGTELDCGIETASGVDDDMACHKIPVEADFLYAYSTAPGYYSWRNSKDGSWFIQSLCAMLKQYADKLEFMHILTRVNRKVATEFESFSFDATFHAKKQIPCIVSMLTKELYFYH
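Assay system – Procaspase-3 D3A mutant · Benchmarks – DMSO low control, extra-enzyme high control · Technique – 405 nm absorbance of p-nitroaniline, reads at 0 and 120 min · Doses – 8.5 µM nominal · Measure – % activation between DMSO and enzyme-spiked controls · Also added – Ac-DEVD-pNA chromogenic peptide substrate · Schedule – 1 h compound preincubation, 2 h substrate hydrolysis at 25 °C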
core dimer inh: inhibitors of HCV core protein dimerization, primary screen, biochemical, TR-FRET, high-throughput; TR-FRET GST/Flag-core106 dimerization, 1536-well; inhibition, % at 5 µM; 0.33% of 300,000 active;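 active = inhibition above the mean of all tested compounds plus 3 SD, set per screening campaign, cut at about 45% in these data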
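Material: Tagged HCV core106 pair (GST and Flag) | Amount: GST-core106 13.5 nM, Flag-core106 17 nM | Medium: KF-containing HEPES buffer, pH 7.45, DTT, CHAPS, BSA | Reagent: Eu donor and XL665 acceptor anti-tag antibodies | Schedule: 4 h at 22.5 °C | Technique: Time-resolved FRET, ex 340 nm, em 617 and 671 nm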
PP5 inh: PP5 phosphatase inhibitors, primary screen, biochemical, fluorescence. Serine/threonine-protein phosphatase 5 (Homo sapiens), P53041. 0.18% of 320,000 active. AID 1987, 2009. purified PP5c, OMFP substrate fluorescence. inhibition, % at 6.7 µM;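 active = inhibition above the campaign's mean inhibition across all tested compounds plus 3 SD, cut at about 9.5% in these data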;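 also: 0% = DMSO only and 100% = 100 µM cantharidin control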
Target sequence (P53041 whole entry, looked up): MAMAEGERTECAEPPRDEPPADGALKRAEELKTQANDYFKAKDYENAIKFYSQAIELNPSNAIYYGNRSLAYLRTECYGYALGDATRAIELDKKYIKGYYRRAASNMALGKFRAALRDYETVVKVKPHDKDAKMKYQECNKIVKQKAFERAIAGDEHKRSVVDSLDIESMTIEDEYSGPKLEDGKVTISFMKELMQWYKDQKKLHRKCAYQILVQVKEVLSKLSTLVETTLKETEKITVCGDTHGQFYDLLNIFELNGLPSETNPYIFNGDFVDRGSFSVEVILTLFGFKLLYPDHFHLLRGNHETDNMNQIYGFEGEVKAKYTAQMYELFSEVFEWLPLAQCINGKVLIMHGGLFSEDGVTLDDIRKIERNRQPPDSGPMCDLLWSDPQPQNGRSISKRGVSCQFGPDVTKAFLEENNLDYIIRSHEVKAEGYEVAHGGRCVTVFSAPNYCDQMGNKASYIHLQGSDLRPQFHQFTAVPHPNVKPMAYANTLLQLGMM
Fh CTSL1 inh: Fasciola hepatica cathepsin L1 inhibitors, primary screen, counter-screen for PFM18AAP inhibitor project, biochemical, QFRET, fluorogenic peptide substrate; 0.49% of 300,000 active; recombinant F. hepatica cathepsin L1, Z-Leu-Arg-MCA fluorescence; inhibition, % at 5.96 µM;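 active = inhibition above the mean of all tested compounds plus 3 SD, set per screening campaign, cut at about 17% in these data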;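 also: 0% = plate median of test compound wells and 100% = 1 µM Z-Phe-Ala-diazomethylketone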
PP1 inh: PP1-alpha phosphatase inhibitors, primary screen, counter-screen for PP5 inhibitor project, biochemical, fluorescence, OMFP substrate, single point; Serine/threonine-protein phosphatase PP1-alpha catalytic subunit (Homo sapiens), P62136; purified PP1alpha; inhibition, % at 6.7 µM; 0.9% of 320,000 active;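 active = inhibition above the mean inhibition of all tested compounds plus 3 SD, computed separately for each screening campaign, cut at about 15% in these data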
procasp7 counter: procaspase-7 activators, primary screen, counter-screen for procaspase-3 activator project, biochemical, absorbance, HTS, human | Caspase-7 (Homo sapiens), P55210 | recombinant procaspase-7, Ac-DEVD-pNA absorbance 405 nm; D23A/D198A/D206A triple mutant, cannot self-cleave; scale: DMSO 0, 5 µM enzyme 100 | activation, % at 8.5 µM | 0.093% of 330,000 active;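 active = percent activation above the screen-wide mean plus 3 SD, cut at about 25% in these data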
Target sequence (P55210 whole entry D23A/D198A/D206A): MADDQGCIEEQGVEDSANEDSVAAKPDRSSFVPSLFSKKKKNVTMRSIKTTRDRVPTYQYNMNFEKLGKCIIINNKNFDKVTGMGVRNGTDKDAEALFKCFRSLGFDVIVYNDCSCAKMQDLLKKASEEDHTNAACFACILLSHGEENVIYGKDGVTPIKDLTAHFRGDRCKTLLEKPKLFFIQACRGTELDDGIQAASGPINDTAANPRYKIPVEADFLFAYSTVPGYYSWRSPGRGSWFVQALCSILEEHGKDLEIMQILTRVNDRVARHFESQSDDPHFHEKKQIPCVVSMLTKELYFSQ
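Assay system – Uncleavable procaspase-7 mutant enzyme · Quantity – 2 µM procaspase-7 mutant as dispensed · Times – 1 h preincubation, 2 h reaction · Dosing – single nominal 8.5 µM compound dose, 0.8% DMSO final · Buffer or medium – Zinc-free 50 mM HEPES buffer, pH 7.4, with NaCl and Triton X-100 · Detection – Epi-absorbance of released pNA at 405 nm, two timepoints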
JMJD2C inh: inhibitors of GASC-1 histone demethylase, primary screen, biochemical, fluorescence, DELFIA europium; inhibition, % at 2.35 µM; Lysine-specific demethylase 4C (Homo sapiens), Q9H3R0; AID 2099, 2009; GST-JMJD2C(1-420) H3K9me3 demethylation; 0.069% of 330,000 active;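 active = more than half of a compound's replicate wells show inhibition beyond 50%, single wells judged on their own value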;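 also: signal counts dimethyl H3K9 product captured on neutravidin plate; 0% = median of DMSO wells and 100% = 0.3 times that DMSO median; strong numbers were not always called active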
TPT1 inh: Candida albicans TPT1 enzyme inhibitors, primary screen, biochemical, fluorescence polarization; tRNA 2'-phosphotransferase TPT1 (Candida albicans SC5314); recombinant caTPT1, FP RNA substrate dephosphorylation; inhibition, % at 5 µM; 0.81% of 300,000 active; AID 1962, 2009;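 active = inhibition above the mean of all tested compounds plus 3 SD, set per screening campaign, cut at about 24% in these data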;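 also: plate controls were DMSO alone for no effect and ferristatin control at 100 nM for full effect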
Efflux pump inh: inhibitors of Candida efflux pumps in yeast, primary screen, S. cerevisiae, Nile Red, multiplex; 0.44% of 330,000 active; S. cerevisiae Candida pump triplex; AID 485275, 2010; inhibition, % at 10 µM;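 active = plate passing quality check with inhibition over a set limit, or well fluorescence over plate mean plus 4 SD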;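 also: Nile Red retained in pooled yeast measured as flow cytometry median fluorescence; 0% = buffer negative control and 100% = Enniatin B positive control; higher means more Nile Red kept so more efflux inhibition; some compounds called inactive have numbers as strong as hits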
An asterisk follows results filed as active; i = inactive; x = not tested or not shown.

SMILES	proCasp3 act	core dimer inh	PP5 inh	Fh CTSL1 inh	PP1 inh	procasp7 counter	JMJD2C inh	TPT1 inh	Efflux pump inh
Cc1ccc(Cl)cc1NC(=O)CN1CCN(S(=O)(=O)N2CCC(C)CC2)CC1	-9	-2	2.2	-3	5	10	4	1	0.0
CC1CCCN(c2ccc(C(=O)Nc3cccnc3)cc2[N+](=O)[O-])C1 (stereo unspecified)	2	1	2.4	-3	-1	4	2	-2	-0.2
CC(C)C(NS(=O)(=O)c1cc(C(=O)O)ccc1Cl)C(=O)O (stereo unspecified)	-1	10	-2.2	-3	-2	-5	1	-1	0.0
Cc1ccc(S(=O)(=O)c2c(N)n(/N=C/c3ccco3)c3nc4ccccc4nc23)cc1	2	18	1.4	1	1	10	-3	10	0.5
CC(NC(=O)c1cccc(S(=O)(=O)N(C)c2ccccc2)c1)c1cccnc1 (stereo unspecified)	-2	x	x	x	x	13	2	x	-0.1
COc1ccc(CSc2ncnc3sccc23)cc1F	-2	-2	-0.7	0	-3	6	1	4	0.1
CCCCNS(=O)(=O)c1ccc(NC(=O)C2c3ccccc3Oc3ccccc32)cc1	1	19	0.3	1	2	4	5	0	-0.2
COc1ccccc1NC(C)C(=O)N/N=C/c1ccccc1OCc1cccc(Br)c1 (stereo unspecified)	1	9	3.4	-3	14	-7	-23	1	0.0
Cc1cccc(N2CCN(CC(=O)Nc3nccs3)CC2)c1C	0	2	4.1	-2	0	-7	26	-1	0.2
Cc1ccc(NC(=O)Cn2c(O)c(N=NS(=O)(=O)c3ccc(C)cc3)c3ccccc32)cc1	-3	-4	1.3	-5	0	-8	-4	-2	1.9
CC(=O)Nc1ccc(S(=O)(=O)N2CCC(C(=O)c3ccc(F)cc3)CC2)cc1	9	-4	1.5	3	1	-3	1	3	0.0
CC(OC(=O)Cc1c[nH]c2ccccc12)C(=O)Nc1ccccc1[N+](=O)[O-] (stereo unspecified)	-6	-1	1.7	0	-3	2	10	1	-0.1
CCN(CC(=O)Nc1ccc2c(c1)OCCO2)C(=O)CCOc1ccccc1	10	x	0.0	x	-3	1	2	x	-0.1
O=C(NCc1ccc2c(c1)OCO2)C1CCN(S(=O)(=O)c2cccc3nsnc23)CC1	3	-8	1.1	-4	-5	0	9	-2	0.0
O=c1o[nH]c(-c2ccccc2)c1N=Nc1c(F)cccc1Cl	6	16	0.9	4	-4	1	-4	1	0.0
COc1ccccc1N(C)S(=O)(=O)c1ccc(Cl)c(C(=O)N2CCC(C(N)=O)CC2)c1	5	0	-0.2	9	-2	6	i	4	0.0
Cc1ccc(C)c(S(=O)(=O)N2CCN(c3ncccn3)CC2)c1	-12	5	0.5	5	0	2	11	-1	-0.1
N#Cc1cc(-c2ccc(Cl)cc2)cnc1Sc1ccc(F)cc1	7	27	-2.7	2	0	7	21	-2	0.0
CCN(Cc1ccccc1)C(=O)COC(=O)c1cc(=O)[nH]c2ccccc12	-1	4	0.5	1	0	0	2	-1	-0.2
Cc1cc(CNC(=O)COC(=O)C2CC3CCCC(C2)C3=O)cc(C)c1O (stereo unspecified)	1	x	x	x	x	4	-5	x	-0.1

Quoted at random: 5 entries already listed, in no set order.
SMILES	proCasp3 act	core dimer inh	PP5 inh	Fh CTSL1 inh	PP1 inh	procasp7 counter	JMJD2C inh	TPT1 inh	Efflux pump inh
CC1CCCN(c2ccc(C(=O)Nc3cccnc3)cc2[N+](=O)[O-])C1 (stereo unspecified)	2	1	2.4	-3	-1	4	2	-2	-0.2
O=C(NCc1ccc2c(c1)OCO2)C1CCN(S(=O)(=O)c2cccc3nsnc23)CC1	3	-8	1.1	-4	-5	0	9	-2	0.0
COc1ccccc1NC(C)C(=O)N/N=C/c1ccccc1OCc1cccc(Br)c1 (stereo unspecified)	1	9	3.4	-3	14	-7	-23	1	0.0
Cc1ccc(Cl)cc1NC(=O)CN1CCN(S(=O)(=O)N2CCC(C)CC2)CC1	-9	-2	2.2	-3	5	10	4	1	0.0
N#Cc1cc(-c2ccc(Cl)cc2)cnc1Sc1ccc(F)cc1	7	27	-2.7	2	0	7	21	-2	0.0

One compound at a time (already shown).
`Cc1cc(CNC(=O)COC(=O)C2CC3CCCC(C2)C3=O)cc(C)c1O` (stereo unspecified) is listed as proCasp3 act = 1; core dimer inh = x; PP5 inh = x; Fh CTSL1 inh = x; PP1 inh = x; procasp7 counter = 4; JMJD2C inh = -5; TPT1 inh = x; Efflux pump inh = -0.1
`Cc1ccc(S(=O)(=O)c2c(N)n(/N=C/c3ccco3)c3nc4ccccc4nc23)cc1` is listed as proCasp3 act = 2; core dimer inh = 18; PP5 inh = 1.4; Fh CTSL1 inh = 1; PP1 inh = 1; procasp7 counter = 10; JMJD2C inh = -3; TPT1 inh = 10; Efflux pump inh = 0.5

(continued)
SMILES	proCasp3 act	core dimer inh	PP5 inh	Fh CTSL1 inh	PP1 inh	procasp7 counter	JMJD2C inh	TPT1 inh	Efflux pump inh
Fc1ccc(CNC(=S)NCc2cccc(Cl)c2)cc1	2	-2	3.8	1	-2	9	-5	-1	-0.1
CC12CCC(C(=O)NCc3ccco3)(OC1=O)C2(C)C (stereo unspecified)	0	-6	1.7	-2	0	-9	3	1	0.0
COc1ccc(CNS(=O)(=O)c2ccc(-c3ccc(=O)[nH]n3)s2)cc1OC	4	-14	0.4	8	7	2	-5	-3	0.1
CC(=O)NCN1CCN(CNC(C)=O)CC1	-6	-4	2.2	1	0	0	6	-3	-0.1
CCSc1nc(O)cc(=O)n1CC	-4	-3	-0.9	-2	-2	-8	42	0	0.1
Cc1cccc(N2CCN(C(=O)C3CCCN(S(=O)(=O)c4cnc[nH]4)C3)CC2C)c1 (stereo unspecified)	6	0	-1.2	-8	-2	9	-27	-3	0.1
Cc1ccc(NC(=O)c2cc(S(=O)(=O)N3CCOCC3)cn2C)cc1Cl	11	-7	5.6	1	-4	0	1	1	-0.1
O=C(N/N=C/c1ccncc1)c1nc2ccccc2c(=O)[nH]1	-7	-1	-1.6	2	-2	8	1	-1	-0.1
COc1ccc(CCNC(=O)C2CCN(S(=O)(=O)c3cccc4cccnc34)CC2)cc1OC	-4	-11	0.4	3	-3	0	50	-3	0.0
Cc1cc(=O)oc2cc3c(cc12)OCO3	7	8	-3.4	2	-4	9	13	3	0.0
CC1S/C(=N/N=C/c2cccc([N+](=O)[O-])c2)NC1=O (stereo unspecified)	-3	-7	2.9	0	9	-2	-1	0	0.2
Clc1ccc(-c2nnc(COc3ncnc4ccccc34)o2)cc1	6	-2	1.1	1	1	5	-1	0	-0.1
C=CCOc1ccc(CNC(C)(C)CO)cc1OC	-2	0	3.1	-3	-4	10	-3	1	0.2
COc1cc(NC(=O)c2ccc([N+](=O)[O-])cc2)c(OC)cc1NC(=O)CC(C)C	-4	2	0.3	3	-2	2	1	1	0.0
COc1ccc(S(=O)(=O)N(CC(=O)NCc2ccncc2)Cc2ccccc2)cc1	3	0	1.5	1	4	-2	-11	2	-0.1
Nc1ccc(C(=O)OCC(=O)NC2CCS(=O)(=O)C2)cc1[N+](=O)[O-] (stereo unspecified)	-5	-3	-0.2	1	-3	6	-6	0	0.4
CCOC(=O)C1Cn2c(nc3c(c2=O)C(C)(CC)Cc2ccccc2-3)S1 (stereo unspecified)	9	0	3.0	3	-1	7	2	3	0.2
COc1ccc(C)cc1NC(=S)N1CCOCC1	1	9	-2.8	0	-2	-9	-2	0	-0.1
CC(=O)c1ccc(NC(=O)C2CCN(S(=O)(=O)c3cccnc3)CC2)cc1	6	-3	-1.1	-3	-2	10	-5	0	0.3
Cc1ccc(OCC(=O)NNC(=O)C2CC(=O)N(c3ccc4c(c3)OCCO4)C2)cc1 (stereo unspecified)	-1	1	0.2	-20	-2	1	i	-1	-0.1
Cc1noc(C)c1COc1ccc(CC(=O)NC2CCCCCC2)cc1	8	0	-1.3	0	1	10	4	0	-0.1
COc1ccc(C2CC(C)=C(C#N)S(=O)(=O)C2C#N)cc1 (stereo unspecified)	-6	1	0.7	-2	-2	1	6	9	0.0
Cc1nc(CS(=O)(=O)c2ccccc2)cc(Sc2ccc(Cl)cc2)n1	-4	2	1.4	2	3	10	-2	2	0.0
CN1CC(c2ccccc2Cl)C2(COc3ccccc3C2=O)C12C(=O)Nc1ccccc12 (stereo unspecified)	-2	0	4.9	-1	5	4	5	-2	0.2
N#CC1=C(SCc2ccc(C#N)cc2)N=C(N)C(c2nc(-c3ccccc3)cs2)C12CCCCC2 (stereo unspecified)	0	38	2.2	-1	8	7	-3	-1	0.1
CN(c1ccc(C(=O)Nc2ccc3c(c2)OCO3)cc1)S(C)(=O)=O	8	-2	-0.4	17*	-3	-3	5	-1	-0.1
Cc1ccc(S(=O)(=O)N2CCC(C(=O)NCCc3ccccn3)CC2)cc1	8	-2	-0.5	-1	-2	9	-1	0	0.1
CCc1ccc2nc(SCC(=O)Nc3ccccc3N3CCOCC3)c(C#N)cc2c1	-8	9	-1.3	-3	1	10	8	-1	-0.1
O=S(=O)(CCN1CCOCC1)c1ccc(Oc2ccc(S(=O)(=O)CCN3CCOCC3)cc2)cc1	6	0	1.2	3	-1	7	1	-1	0.2
COc1ccc(C(=O)NC(=S)N2CCCCC2)cc1[N+](=O)[O-]	0	2	-0.9	2	-2	-1	-32	-1	-0.3
COc1cccc(NC(=S)NN2C(C)CCCC2C)c1 (stereo unspecified)	-2	-2	-0.7	2	-2	-7	14	-2	0.0
COc1ccccc1-n1nnnc1SCC(=O)Nc1cc(C)on1	-3	1	-0.1	2	-3	6	11	-1	-0.1
Nc1cccc(-c2cn3cccnc3n2)c1	6	-3	1.4	-2	-4	4	9	3	0.0
